SW480 rerep – induces DNA re-replication in SW480 colon adenocarcinoma cells; Potency, µM (highest dose often 46.1 µM), inactives show at the highest dose re-replication activation, most hits filed as activators; SW480 DNA re-replication, Hoechst DNA content imaging, 48 h; hit rate 1.8% among 340,000; AID 624297; further: potency means the concentration at half of the fitted maximal effect; % of control where 0% means no effect; nearly all actives have a fitted effect of over 55% in size
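First, 250 cells per well were seeded. Next, compound or vehicle (23 nL) was pinned in, plates sat 48 hr at 37 C. Finally Hoechst was added for 40 min before fluorescence scanning.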
ATXN2 expr inh – ATXN2 expression inhibition; hit rate 0.72% among 360,000; HEK-293 ATXN2-luciferase reporter, luminescence, 24 h; Potency, µM (doses to about 57 µM), inactives show at the top dose activity change, negative = inhibition, actives largely listed as inhibitors; further: potency means the concentration at half of the fitted maximal effect; on the % scale 0 is the no-effect control and ±100 the full control effect; nearly all actives have a fitted effect of over 55% in size
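ATXN2-luciferase reporter cells (luciferase flanked by upstream and downstream ATXN2 gene portions) were treated 24 h at 37 °C with compounds at up to 57 uM. SteadyGlo luminescence gave expression; GF-AFC fluorescence gave viability.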
IL-1B inflam inh – blocks inflammasome-driven IL-1 beta release | activity change, % at 57.5 µM | THP-1 LPS/ATP IL-1B secretion, AlphaLISA, 16 h; active compounds read low | AID 743279 | hit rate 4.7% among 360,000; in the data active means activity change below about -50%; inconclusive means mostly about -30% to -49%; further: on the % scale 0 is the no-effect control and ±100 the full control effect
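Secreted IL-1B measured by AlphaLISA bead assay after 16 h compound exposure of THP-1 cells; compounds (final up to 57.5 uM) added 1 h before LPS (250 ng/mL) and ATP (1.25 mM) stimulation; lower signal means less secretion.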
HT1080NT lethal – kills 2HG-producing HT-1080-NT fibrosarcoma cells; HT-1080-NT fibrosarcoma viability, CellTiter-Glo ATP luminescence, 48 h; Potency, µM (series often up to 46.1 µM), for the others: at the top dose activity, negative = less viability, most hits filed as cytotoxic; hit rate 1.6% among 360,000; AID 686970;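 further: NT is the 2HG producing partner of a matched IDH1 knockdown line; potency means the concentration at half of the fitted maximal effect; 0% = DMSO-treated cells and -100% = media-only wells without cells; nearly all actives have a fitted effect of over 55% in size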
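Viability by CellTiter-Glo luminescence after 48 h compound exposure at 37C of HT-1080-NT cells (750/well, RPMI, 5% FBS). % activity scaled between DMSO wells and medium-only wells, then curve-fitted and categorized by curve class.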
HT1080 IDH1KD tx – HT-1080 IDH1 knockdown cell toxicity (counter line) | HT-1080 IDH1 knockdown viability, ATP luminescence, 48 h | Potency, µM (titrated, usually from 46.1 µM), for the others: top-dose activity, negative = toxicity, hits mostly cytotoxic | hit rate 2% among 360,000 | AID 686971;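 further: potency means the concentration at half of the fitted maximal effect; 0% = DMSO wells and -100% = cell-free medium wells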
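Cytotoxicity counter-line: IDH1KD HT-1080, 48 h, CellTiter-Glo. Curves classed by r2, magnitude and activity.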
MCF10A rereplic – DNA re-replication induction in MCF 10a cells | AID 624296 | hit rate 2.9% among 350,000 | Potency, µM (doses to about 46.1 µM), without a hit: at the top dose activity, positive = re-replication, usual class: activators | MCF 10A DNA re-replication, Hoechst nuclear intensity, 48 h; further: potency means the concentration at half of the fitted maximal effect; % of control where 0% means no effect; nearly all actives have a fitted effect of over 50% in size
KB-3-1 tox – kills parental KB-3-1 adenocarcinoma cells; hit rate 1.4% among 400,000; Potency, µM (top dose mostly 46.1 µM), for the others: top-dose activity change, negative = cytotoxic, usual class: cytotoxic; KB-3-1 viability, CellTiter-Glo ATP luminescence, 72 h; further: potency means the concentration at half of the fitted maximal effect; on the % scale 0 is the no-effect control and ±100 the full control effect; nearly all actives have a fitted effect of over 60% in size
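Using CellTiter-Glo luminescence, growth of non-resistant KB-3-1 adenocarcinoma cells is assessed 72 h after pin-tool compound addition at 37 °C. Normalized responses across the concentration series yield fitted curves.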
KB-V1 MDR tox – kills drug-selected multidrug resistant KB-V1 cells. KB-V1 MDR cells viability, CellTiter-Glo, 72 h. Potency, µM (highest dose often 46.1 µM), for inactives: top-dose activity change, negative = cytotoxicity, hits mostly cytotoxic. hit rate 3.4% among 400,000. AID 1347076; further: potency means the concentration at half of the fitted maximal effect; on the % scale 0 is the no-effect control and ±100 the full control effect; nearly all actives have a fitted effect of over 60% in size
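Cytotoxicity via CellTiter-Glo luminescence after 72 h compound exposure at 37 degrees C. Cells: drug-selected KB-V1 line, DMEM phenol-red free plus 10% FBS. Compounds tested at multiple concentrations; normalized data fitted to concentration-effect curves.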
WRN helicase inh – inhibitors of human WRN helicase; Q14191; WRN helicase unwinding, fluorescent forked duplex, kinetic; Potency, µM (doses to about 114 µM), for inactives: at the top dose activity change, negative = inhibition, hits mostly inhibitors; hit rate 0.46% among 360,000; AID 651768; further: potency means the concentration at half of the fitted maximal effect; on the % scale 0 is the no-effect control and ±100 the full control effect; nearly all actives have a fitted effect of over 55% in size
Target sequence (Q14191 whole entry, looked up): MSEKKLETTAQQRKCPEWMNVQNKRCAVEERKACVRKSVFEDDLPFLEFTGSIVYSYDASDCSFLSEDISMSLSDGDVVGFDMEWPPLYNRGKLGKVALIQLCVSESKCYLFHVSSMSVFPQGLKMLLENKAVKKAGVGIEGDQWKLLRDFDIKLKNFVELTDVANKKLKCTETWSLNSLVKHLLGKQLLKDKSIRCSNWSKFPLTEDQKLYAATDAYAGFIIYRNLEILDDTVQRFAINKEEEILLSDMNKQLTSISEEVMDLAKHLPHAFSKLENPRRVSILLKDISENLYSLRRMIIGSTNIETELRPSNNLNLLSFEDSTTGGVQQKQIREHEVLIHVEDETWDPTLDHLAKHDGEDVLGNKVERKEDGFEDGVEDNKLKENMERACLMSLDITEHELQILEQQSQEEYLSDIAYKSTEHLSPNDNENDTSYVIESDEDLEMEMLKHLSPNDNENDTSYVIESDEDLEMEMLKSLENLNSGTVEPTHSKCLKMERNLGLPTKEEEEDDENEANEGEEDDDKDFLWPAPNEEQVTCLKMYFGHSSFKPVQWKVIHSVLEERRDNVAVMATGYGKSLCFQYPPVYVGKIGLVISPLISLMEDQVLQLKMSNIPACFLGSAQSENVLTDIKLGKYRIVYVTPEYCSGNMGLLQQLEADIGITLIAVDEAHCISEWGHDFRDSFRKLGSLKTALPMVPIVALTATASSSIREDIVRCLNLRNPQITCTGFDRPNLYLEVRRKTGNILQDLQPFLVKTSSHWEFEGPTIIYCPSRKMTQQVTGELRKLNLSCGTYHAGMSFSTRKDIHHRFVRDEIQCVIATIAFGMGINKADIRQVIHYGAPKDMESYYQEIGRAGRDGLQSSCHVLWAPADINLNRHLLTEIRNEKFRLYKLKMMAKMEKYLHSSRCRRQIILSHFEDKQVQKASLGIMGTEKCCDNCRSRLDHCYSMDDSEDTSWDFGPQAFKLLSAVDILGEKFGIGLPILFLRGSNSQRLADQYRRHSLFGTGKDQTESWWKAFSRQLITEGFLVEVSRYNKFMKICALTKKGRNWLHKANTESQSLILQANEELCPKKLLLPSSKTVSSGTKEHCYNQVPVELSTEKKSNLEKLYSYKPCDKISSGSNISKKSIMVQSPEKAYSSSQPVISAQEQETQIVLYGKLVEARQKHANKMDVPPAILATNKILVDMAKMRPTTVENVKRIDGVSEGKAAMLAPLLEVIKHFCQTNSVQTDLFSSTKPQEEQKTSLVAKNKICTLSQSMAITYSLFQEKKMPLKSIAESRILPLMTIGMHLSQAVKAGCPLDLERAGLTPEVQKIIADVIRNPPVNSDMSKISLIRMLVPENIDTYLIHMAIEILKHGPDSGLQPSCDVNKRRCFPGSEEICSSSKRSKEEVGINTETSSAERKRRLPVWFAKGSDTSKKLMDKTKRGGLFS
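Kinetic fluorescence helicase assay: unwinding of a quenched forked DNA duplex (100 nM final) with 2 mM ATP final raises red fluorescence (525/598 nm). Compounds sat 15 min at room temperature with 20 nM WRN beforehand.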
Numbers without * were called inactive; ? = inconclusive; . = no result given; [ ] = dose if it differs, or a comment. Unless noted, the call rests on the fitted dose curve; in most records, active means well fitted curve in the direction sought with a large enough effect; inconclusive means small, poorly fitted or top-dose-only effect, or another doubt; inactive means no such curve, though single readings can be large; an effect the other way counts as inactive or inconclusive. Outcome played no part in choosing rows; any-hit rate near 12%.

SMILES	SW480 rerep	ATXN2 expr inh	IL-1B inflam inh	HT1080NT lethal	HT1080 IDH1KD tx	MCF10A rereplic	KB-3-1 tox	KB-V1 MDR tox	WRN helicase inh
O=C(NN1C(=O)C2C3C=CC(C4CC34)C2C1=O)c1cccc(Br)c1 (stereo unspecified)	-3%	-11%	0	1%	0%	-2%	?	-20%	-4%
N#Cc1ccc(NC(=O)Nc2ccc(Cl)cc2)cc1	2%	?	-110*	15µM*	?	-2%	21µM*	?	7%
CC1CCN(CCn2c(=S)[nH]c3cc4c(cc3c2=O)OCO4)CC1	7%	-7%	9	8%	4%	5%	23%	-21%	5%
Cc1ccc(N(CC(=O)Nc2cc(Cl)ccc2Oc2ccccc2)S(C)(=O)=O)cc1C	0%	-20%	?	-20%	-23%	2%	?	21µM*	-4%
CC(=O)OCC1OC(OCc2cn(C[C@H]3CC[C@H](Cn4cc(COC5OC(COC(C)=O)C(OC(C)=O)C(OC(C)=O)C5OC(C)=O)nn4)O3)nn2)C(OC(C)=O)C(OC(C)=O)C1OC(C)=O (stereo partly specified)	-6%	5%	8	?	8%	3%	2%	-13%	2%
O=C(Nc1cccc(C(F)(F)F)c1)N1CCC(c2nc(-c3ccc(F)cc3)no2)CC1	8%	?	?	?	?	?	-2%	2.6µM*	-11%
Cc1cn(CC(=O)N[C@H](C)c2cccc3ccccc23)c(=O)[nH]c1=O	-56%[inhibitor]	0%	12	5%	7%	0%	0%	0%	-3%
CSCCC(=O)Nc1cc(S(=O)(=O)N2CCOCC2)ccc1N1CCN(C)CC1	3%	-9%	-72*	17%	11%	18%	6%	18%	8%
CC[n+]1c(/C=C/N(C)c2ccccc2)n(-c2ccccc2)c2ccc(-c3nc4ccccc4s3)cc21	16µM*	4.7µM*	-102*	?	5.8µM*	?	5.8µM*	-29%	?
CC(C)c1ccc(OCC(=O)NCc2ccco2)cc1	8%[9.22 µM]	3%	0	-1%	-19%	-1%	-1%	14%	4%
Cc1ccc(CNS(=O)(=O)c2ccc(-n3cnnn3)c(C)c2)cc1	5%	-8%	2	0%	1%	8%	-4%	-3%	7%
O=C(NC1CCCCC1)C(Cc1ccccc1)NS(=O)(=O)c1cccs1 (stereo unspecified)	0%	-9%	45	2%	4%	-13%	-6%	?	1%
COc1ccc(NC(=O)c2cc(-c3cccc(OC)c3)on2)cc1	-1%	-15%	-24	-3%	3%	-1%	0%	-12%	-10%
Cc1ccsc1C1C(C#N)=C(N)N(N(C)C)C2=C1C(=O)CCC2 (stereo unspecified)	-11%	2%	14	11%	15%	0%	20%	-7%	13%
O=C(NCc1ccncc1)C1CCC(=O)N(CCc2ccc(Cl)cc2)C1 (stereo unspecified)	2%	0%	25	10%	2%	-2%	13%	0%	-1%
Cc1cccc(C)c1NC(=O)CN(C)C(=O)c1ccccc1Sc1ccccc1C#N	-14%	.	7	2%	1%	7%	-2%	-1%	-2%
CCOC(=O)C1C(=O)OC2(CCCCC2)C1C(=O)OCC (stereo unspecified)	-4%	3%	17	-3%	10%[9.24 µM]	-2%	13%	11%	-9%[57.1 µM]
CCCOc1ccc(C(=O)OCC(=O)c2c(N)n(C)c(=O)n(C)c2=O)cc1OC	-3%	-14%	8	6%	9%	2%	17%	-17%	6%
COc1cccc(CN2CCSCC2)c1OC	-7%	-2%	6	11%	4%	0%	13%	13%	7%
CCOc1ccc(NC(=O)CN(C)C(=O)Cn2c(=O)oc3ccccc32)cc1OCC	15%	4%	6	-2%	1%	12%	6%	?	-2%
CCN(CC(O)COc1ccc(OCC(O)CN(CC)C2CCCCC2)cc1)C1CCCCC1 (stereo unspecified)	?	-36%	-66*	-15%	?	2%	-24%	?	-14%
CN1C(C)(C)c2ccccc2OS1(=O)=O	-3%	14%	14	16%	7%	?	0%	26%	1%
COC(=O)c1ccccc1NC(=O)c1ccccc1NS(C)(=O)=O	-3%	-8%	10	4%	13%	12%	-2%	?	-8%
COc1ccc(C(=O)NC2CCN(C(=S)Nc3ccc(C)c(C)c3)CC2)cc1	?	.	-4	-7%	-4%	?	-11%	9%	0%
CCN1C(=O)[C@H]2[C@H]3CN=C(SCc4ccc(C(=O)OC)cc4)N3[C@@](Cc3ccccc3)(C(=O)OC)[C@H]2C1=O	-14%	-2%	-11	-6%	-4%	-6%	4%	3%	1%
COc1ccc(CCNC(=O)c2cccc(Br)c2)cc1OC	?	-12%	0	-8%	7%	0%	-3%	-10%	0%
Cc1ccc(-c2nnc(SCC(=O)N3CCOCC3)nc2-c2ccc(C)cc2)cc1	-5%	3%	-7	-4%	-18%	?	-34%	-1%	-5%
O=C(NCCCN1CCN(Cc2ccccc2)CC1)C1CCN(c2nnc(-n3cccc3)s2)CC1	-2%	-10%	0	-2%	-4%	22%	-26%	-7%	-2%
COc1cc(/C=N/NS(=O)(=O)c2ccc(C)cc2)ccc1OCc1ccc(C(=O)O)cc1	0%	2%	22	-3%	5%	-3%	15%	0%	9%
CCn1nc(C(=O)NCc2ccco2)c(Cl)c1Cl	-1%	4%	0	10%	1%	0%	-13%	-29%	2%
CCCn1c2ccccc2c2cnn(CC(=O)NC(C)CC)c(=O)c21 (stereo unspecified)	-12%	9%	-1	8%	-1%	6%	2%	-2%	1%
COc1ccc(/C(O)=C/Sc2nnc(Cc3ccccc3)o2)cc1	-1%	0%	44	0%	0%	7%	9%	?	-10%
Cn1c(SCc2cnc(-c3ccccc3)s2)nnc1C1COc2ccccc2O1 (stereo unspecified)	3%	-5%	-7	0%	10%	0%	-13%	-26%	5%[57.1 µM]
CC1=C(C(=O)OCc2ccccc2)C(c2ccc3ccccc3c2)NC(=O)N1CCCCCC(=O)O (stereo unspecified)	?	15%	33	0%	3%	-23%	28%	27%	-10%
CCOc1ccc(S(=O)(=O)n2c(C)nc3ccccc32)cc1	?	-6%	42	?	-28%	?	?	-18%	10%
O=C(NCCCN1CCOCC1)c1cn(-c2ccccc2)nc1-c1ccc(Br)cc1	3%	?	?	-15%	-26%	8%	-12%	0%	-8%
C=CCn1c(NC(=O)c2ccccc2Cl)c(C#N)c2nc3ccccc3nc21	18µM*	-18%	-60*	-23%	-27%	16µM*	?	8.2µM*	-11%[11.6 µM]
Cc1ccc(C2(C)NC(=O)N(CC(=O)NC(=O)NC(C)C)C2=O)cc1 (stereo unspecified)	-14%	1%	18	-13%	-9%	-20%	-3%	-7%	0%
CCN(CC(=O)Nc1ccc2c(c1)OCCO2)C(=O)/C=C/c1ccc(OC)cc1OC	-6%	27%	-21	3%	-6%	-1%	-2%	20%	?
CCC(C)NC(=O)C(Cc1ccccc1)NS(=O)(=O)c1cccc2nsnc12 (stereo unspecified)	-14%	-17%	-2	2%	8%	5%	-1%	-15%	-3%
Cn1c(N)c(C(=O)COC(=O)Cc2c(F)cccc2Cl)c(=O)n(C)c1=O	13%	0%	16	0%	11%	5%	11%	-7%	3%
Cc1cc(=O)[nH]c(SCC(=O)Nc2c(C)n(C)n(-c3ccccc3)c2=O)n1	-6%	-4%	10	0%	6%	3%	.	.	-17%
CC(=O)Nc1ccc2c(=O)n(-c3ccccc3)sc2c1	.	?	-104*	?	?	.	-23%	9%	-4%
Cc1ccc(N2C(=O)c3ccccc3C2Nc2ccccc2)nc1 (stereo unspecified)	-7%	17%	27	-7%	-6%	16%	4%	-7%	2%
CCCCCOC(=O)Cc1c(O)c2ccccc2n(C)c1=O	0%	4%	-20	-4%	7%	161%[0.0737 µM]	16%	23%	-6%
COc1ccc(Cl)cc1C=CC=NNS(=O)(=O)c1ccc(C)cc1	-2%	-10%	-4	9%	7%	?	-10%	?	-8%
Cc1nc2cc(NC(=O)CSc3nc4c(C)cccc4cc3C#N)ccc2s1	-5%	?	-18	11%	-2%	12%	1%	-3%	4%
COc1ccc(-c2noc(CCC(=O)N3CCN(Cc4ccccc4)CC3)n2)cc1	0%	0%	-7	-1%	1%	0%	7%	3%	-1%

Sorted by the number under IL-1B inflam inh (highest first): some entries from above
mol | IL-1B inflam inh | WRN helicase inh
Cc1ccc(N2C(=O)c3ccccc3C2Nc2ccccc2)nc1 (stereo unspecified) | 27 | 2%
Cn1c(N)c(C(=O)COC(=O)Cc2c(F)cccc2Cl)c(=O)n(C)c1=O | 16 | 3%
CCC(C)NC(=O)C(Cc1ccccc1)NS(=O)(=O)c1cccc2nsnc12 (stereo unspecified) | -2 | -3%

The list continues:
SMILES	SW480 rerep	ATXN2 expr inh	IL-1B inflam inh	HT1080NT lethal	HT1080 IDH1KD tx	MCF10A rereplic	KB-3-1 tox	KB-V1 MDR tox	WRN helicase inh
NC1=NC(=O)C(Cc2cc(Cl)ccc2Cl)S1 (stereo unspecified)	-2%	23%	-27	-7%	-10%	5%	5%	18%	11%
N#Cc1ccc(NC(=O)Cn2cnc(S(=O)(=O)N3CCc4ccccc43)c2)cc1	-11%	-26%	48	?	-23%	-2%	-2%	-2%	0%
C#CCOCCOCCOCCNc1nc(N2CCOCC2)nc(N2CCN(C(=O)[C@H]([C@@H](C)O)n3cc(CCCCN)nn3)CC2)n1	-3%	2%	23	-7%	0%	36%	0%	-5%	-9%
O=C(NCC1CCCO1)NC1CCCCC1 (stereo unspecified)	-13%	10%	23	0%	-9%	0%	0%	-1%	16%
C=C(C)c1cccc(C(C)(C)NC(=O)N2CCCCC2CC)c1 (stereo unspecified)	16%	2%	-12	1%	-5%	-3%	-7%	1%	-8%
O=C(N/C(=C/c1cccc([N+](=O)[O-])c1)C(=O)N1CCCCC1)c1ccco1	-3%	6%	-5	0%	6%	9%	12%	-14%	-30%

Assay outcomes as filed in PubChem.
